USP2a block: USP2a (human) protease inhibition. actives 0.01% (n = 330,000). Potency, µM (highest dose often 38.3 µM), for inactives: at the top dose activity change, negative = inhibition, hits mostly inhibitors. O75604. USP2 core, Ub-CHOP2 coupled fluorogenic reporter, 485/531;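 further: potency means the concentration at half of the fitted maximal effect; plate controls were DMSO wells for no effect and full inhibition by NEM control for full effect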
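Deubiquitinase activity read as fluorescence (485/531 nm) after Ub-CHOP2 cleavage activates the enterokinase reporter on its substrate; USP2 core 10nM, Ub-CHOP2 and substrate 25nM each, 30min compound preincubation then 60min RT; data normalized to NEM, curves fitted.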
Menin MLL FP TR: inhibitors of human menin-MLL interaction, mutant MLL peptide | actives 0.23% (n = 270,000) | AID 1768 | O00255 | Potency, µM (top dose mostly 61.6 µM), for the others: top-dose FP activity change, negative = inhibition, most hits filed as inhibitors | Menin + Texas Red MLL mutant peptide, fluorescence polarization; active means well fitted inhibition curve with a large enough effect in the polarisation, with a control signal flat, not every such curve was filed as active; inconclusive means small, poorly fitted or top-dose-only effect, or effect the other way, or a change in a side signal; inactive means no such curve, though single readings can be large or run the other way; the % refers to the polarisation; further: potency means the concentration at half of the fitted maximal effect; % of control where 0% means no effect; many of its hits are not listed in these tables
Chronic BCR inh: chronic active BCR signaling inhibition | ABC-DLBCL IkBa-CBG/CBR reporter, luminescence ratio, 4 h | Potency, µM (doses to about 46.1 µM), for the others: top-dose ratio change, negative = lower green/red ratio, usual class: inhibitors | AID 493014 | actives 0.05% (n = 340,000); active means well fitted inhibition curve with a large enough effect in the signal ratio, with a control signal flat, not every such curve was filed as active; inconclusive means small, poorly fitted or top-dose-only effect, or effect the other way, or a change in a side signal; the % refers to the signal ratio;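 further: potency means the concentration at half of the fitted maximal effect; plate controls were basal doxycycline-induced cells for no effect and cells given 10 µM MG132 for full effect; MG132 reads +100%, hits lower the ratio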
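Concentration-response series (up to 46 uM) were applied to TMD8 dual-reporter cells for 4 h at 37C with doxycycline. Green/red ratio, after filter-overlap correction, defined %Activity; red signal alone was normalised to basal cells and zero luminescence.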
MBNL1 CUG block: MBNL1-poly(CUG) RNA binding inhibition; Potency, µM (top dose mostly 57.5 µM), for the others: at the top dose activity change, negative = inhibition, most hits filed as inhibitors; Q9NR56; TR-FRET MBNL1-His/biotin-(CUG)12 binding, 665/545 ratio; actives 0.036% (n = 280,000); active means well fitted inhibition curve with a large enough effect in the signal ratio, with a control signal flat, not every such curve was filed as active; inconclusive means small, poorly fitted or top-dose-only effect, or effect the other way, or a change in a side signal; inactive means no such curve, though single readings can be large or run the other way; the % refers to the signal ratio; further: potency means the concentration at half of the fitted maximal effect; on the % scale 0 is the no-effect control and ±100 the full control effect
Target sequence (Q9NR56 whole entry, looked up): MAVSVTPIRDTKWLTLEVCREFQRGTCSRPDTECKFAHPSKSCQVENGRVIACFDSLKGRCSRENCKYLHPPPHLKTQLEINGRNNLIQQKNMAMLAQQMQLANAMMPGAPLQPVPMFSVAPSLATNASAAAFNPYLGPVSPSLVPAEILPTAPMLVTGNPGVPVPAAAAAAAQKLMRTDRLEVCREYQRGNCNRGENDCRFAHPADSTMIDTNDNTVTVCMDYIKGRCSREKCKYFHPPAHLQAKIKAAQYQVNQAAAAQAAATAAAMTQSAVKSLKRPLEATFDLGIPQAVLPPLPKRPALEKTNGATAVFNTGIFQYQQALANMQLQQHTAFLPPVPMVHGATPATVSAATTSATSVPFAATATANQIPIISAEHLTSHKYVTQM
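Ratiometric TR-FRET (665 over 545 nm, excitation 340 nm) tracks disruption of MBNL1-His/biotin-(CUG)12 complex after 60 min at room temperature, with compounds at 92 nM to 58 uM final.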
Eya2 phos inh: blocks the phosphatase activity of human Eya2; O00167; recombinant Eya2, OMFP fluorescence dephosphorylation (OMFP is methylfluorescein phosphate); Potency, µM (titrated, usually from 76.9 µM), inactives show at the top dose activity, negative = inhibition, most hits filed as inhibitors; actives 0.006% (n = 330,000); AID 488837; further: potency means the concentration at half of the fitted maximal effect; on the % scale 0 is the no-effect control and ±100 the full control effect
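Eya2 (0.2 uM) preincubated 10 min at ambient with compound, then OMFP substrate added at 50 uM; 10 min reaction in 50 mM HEPES pH 7.5, 50 mM NaCl, 5 uM MgCl2, 0.05% BSA, 1 mM DTT. Fluorescence read at Ex 485/Em 525 nm.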
Mito fusion yeast: inhibitors of mitochondrial division or activators of mitochondrial fusion; Potency, µM (series often up to 46.1 µM), for the others: at the top dose growth rescue (activation), usual class: activators; AID 485298; actives 0.23% (n = 320,000); S. cerevisiae fusion-defective mutant growth rescue, CellTiterGlo 48 h;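 further: potency means the concentration at half of the fitted maximal effect; % of control where 0% means no effect; nearly all actives have a fitted effect of over 45% in size; temperature-sensitive fusion mutants such as fzo1-1 at 37 °C on non-fermentable ethanol glycerol medium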
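Luminescent cell viability in 1536-well qHTS format served as the measure of rescued growth in ts fusion-mutant S. cerevisiae cultured on non-fermentable YPEG for 48 hours at 37C.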
ASM inhibitor: human S-ASM enzyme inhibition. AID 504937. P17405. actives 0.006% (n = 340,000). Potency, µM (top dose mostly 57.5 µM), without a hit: at the highest dose activity change, negative = inhibition, hits mostly inhibitors. placental ASM, HMU-PC fluorogenic substrate, 60 min; further: potency means the concentration at half of the fitted maximal effect
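Steps: dispense placental human ASM, pin compound, wait 10 min at room temperature, add HMU-PC0 substrate at 9 uM final, incubate 60 min at 37 °C, add stop solution raising pH to 10, read fluorescence.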
PKM2 act: increases activity of human pyruvate kinase M2 | purified PKM2, Kinase-Glo ATP luminescence, activation; response scale: 0% is enzyme alone, no compound | Potency, µM (highest dose often 57.5 µM), for inactives: at the top dose activation, hits mostly activators | actives 0.34% (n = 260,000) | AID 1631; further: potency means the concentration at half of the fitted maximal effect; on the % scale 0 is the no-effect control and ±100 the full control effect; nearly all actives have a fitted effect of over 55% in size
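Purified hPK-M2 (>95%) run at intermediate activity with 0.1 mM ADP and 0.5 mM PEP in 50 mM imidazole pH 7.2, KCl, MgCl2; 1 h room temperature. ATP formed read by Kinase-Glo luminescence; normalized to uninhibited and no-enzyme controls.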
hERG WT inh: blocks the wildtype human KCNH2 potassium channel; AID 720551; actives 0.37% (n = 340,000); Q12809; activity change, % at 1.84 µM; U2OS, BacMam KCNH2, thallium flux FluxOr; stronger effect = lower value;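 active means maximum activity change below -70%; inconclusive means maximum activity change between -70% and -50%; inactive means maximum activity change above -50%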; further: on the % scale 0 is the no-effect control and ±100 the full control effect
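U2OS cells transduced with wild-type KCNH2 virus are loaded with FluxOr dye for 45 min, and thallium flux is measured in kinetic reads before and after stimulation buffer. Rate constants are normalized to DMSO controls.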
TSHR antag: human thyrotropin receptor antagonism; P16473; TSHR-expressing cells, TSH-stimulated cAMP HTRF, 2 h; stronger effect = lower value; activity change, negative = inhibition, % at 11.5 µM; actives 0.2% (n = 330,000); AID 504810;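 active means activity change below a set negative limit, meaning inhibition stronger than a set level, cut at about -70% in these data; inconclusive means activity change between two set negative limits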; further: on the % scale 0 is the no-effect control and ±100 the full control effect
Target sequence (P16473 whole entry, looked up): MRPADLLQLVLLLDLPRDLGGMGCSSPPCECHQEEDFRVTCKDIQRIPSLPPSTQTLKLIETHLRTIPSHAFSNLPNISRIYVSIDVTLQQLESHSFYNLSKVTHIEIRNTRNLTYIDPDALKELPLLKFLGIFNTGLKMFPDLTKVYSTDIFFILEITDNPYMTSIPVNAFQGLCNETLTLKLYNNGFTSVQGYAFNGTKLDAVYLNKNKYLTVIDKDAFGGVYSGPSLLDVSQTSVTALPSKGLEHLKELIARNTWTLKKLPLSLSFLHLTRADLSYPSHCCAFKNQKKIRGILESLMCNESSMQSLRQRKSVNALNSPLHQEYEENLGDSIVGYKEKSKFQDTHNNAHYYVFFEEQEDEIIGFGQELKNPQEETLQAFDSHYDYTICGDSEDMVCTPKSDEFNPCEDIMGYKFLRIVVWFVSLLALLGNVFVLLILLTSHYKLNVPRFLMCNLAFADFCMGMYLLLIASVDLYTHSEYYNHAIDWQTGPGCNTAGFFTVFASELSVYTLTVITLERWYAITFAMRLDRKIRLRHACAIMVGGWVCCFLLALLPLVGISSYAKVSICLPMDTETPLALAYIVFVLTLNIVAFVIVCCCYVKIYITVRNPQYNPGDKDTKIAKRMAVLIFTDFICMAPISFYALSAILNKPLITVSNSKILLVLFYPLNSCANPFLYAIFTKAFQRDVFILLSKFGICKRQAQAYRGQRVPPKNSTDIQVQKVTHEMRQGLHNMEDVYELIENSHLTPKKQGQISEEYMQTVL
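Read-out is FRET at 665 nm (cryptate excitation 337 nm) from a cryptate-tagged anti-cAMP antibody, competed by cell cAMP against cAMP-d2. Compounds are tested on freshly harvested TSHR cells challenged with 4nM TSH (EC80) for 2 hours at 37 deg C.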
GALK inhibitor: inhibitors of human galactokinase; P51570; Purified GALK, Kinase-Glo residual ATP luminescence; Potency, µM (series often up to 57.5 µM), without a hit: at the top dose activity change, negative = inhibition, most hits filed as inhibitors; actives 0.007% (n = 270,000); further: potency means the concentration at half of the fitted maximal effect; on the % scale 0 is the no-effect control and ±100 the full control effect
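Luminescence from leftover ATP (Ultra-Glo luciferase/luciferin) served as read-out after a 1 h room-temperature reaction of 5 nM GALK with 35 uM ATP and 100 uM galactose.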
Starred values were filed as active, the others as inactive; ? = inconclusive; . = no result given; [ ] = another dose, or the depositor's remark. Unless noted, the call rests on the fitted dose curve; in most records, active means well fitted curve in the direction sought with a large enough effect; inconclusive means small, poorly fitted or top-dose-only effect, or another doubt; inactive means no such curve, though single readings can be large; an effect the other way counts as inactive or inconclusive. A portion of the library, so the mix of outcomes need not match the whole.

SMILES	USP2a block	Menin MLL FP TR	Chronic BCR inh	MBNL1 CUG block	Eya2 phos inh	Mito fusion yeast	ASM inhibitor	PKM2 act	hERG WT inh	TSHR antag	GALK inhibitor
CCOc1ccccc1N1CCN(C(=O)CCNS(=O)(=O)c2ccccc2F)CC1	3%	.	?	.	-16%	4%	-1%	.	0	4	.
Cn1cnnc1SCC(=O)NCCC(c1ccccc1)c1ccccc1	0%	.	?	-1%	-14%	-2%	22%	0%	-6	2	1%
CCOc1ccc2[nH]c(S(=O)(=O)CC)nc2c1Cl	.	17%	.	5%	.	7%	1%	6%	5	.	-3%
O=c1ccc(Oc2nc(N3CCOCC3)nc(N3CCOCC3)n2)n[nH]1	2%	-12%	-2%	-3%	?	-2%	1%	-1%	9	18	-2%
CC(=O)c1c(N)[nH]c(-c2ccccc2)nc1=S	-1%	-1%	-8%	10%	1%	?	0%	0%	2	-6	0%
Cc1nc(CCNC(=O)CC2C(=O)NCCN2Cc2ccoc2)nc2c1CCCC2 (stereo not drawn)	0%	-25%	4%	?	0%	-3%	-6%	-5%	-5	2	2%
CCCOc1cc(C)nc(-c2ccccc2O)n1	4%	-1%	4%	-8%	11%	-2%	-6%	-2%	1	30	-1%
Cc1cc(C=O)c(C)n1-c1ccc2c(c1)OCO2	-1%	-6%	0%	9%	-6%	8%	3%	2%	-4	13	11%
Cc1cccc(OCc2nnc(SCC(=O)N(C(C)C)C(C)C)n2Cc2ccco2)c1C	0%	?	?	-3%	3%	9%	-2%	5%	-5	-18	4%
COc1ccccc1NS(=O)(=O)c1cc2c(cc1C)NC(=O)CO2	3%	8%	0%	1%	9%	0%	-1%	7.1µM*	2	1	.
Cc1cc(C)n(CC(=O)N2CCCC(N3CCN(c4cccc(C(F)(F)F)c4)CC3)C2)n1 (stereo not drawn)	1%	.	3%	1%	-14%	2%	.	-7%	13	-4	-1%
CCOC(=O)c1sc(NC(=O)CSc2nnnn2-c2ccc(C)c(C)c2)nc1C	-1%	17%	-2%	-9%	11%	1%	-1%	0%	-5	3	-2%
CC(CNC(=O)C1CCCN(S(=O)(=O)N2CCOCC2)C1)c1ccccc1 (stereo not drawn)	1%	.	1%	-1%	-1%	0%	-2%	.	-4	4	5%
COC(=O)[C@]1(C)N[C@H](CN(C)C(C)=O)[C@@H]2C(=O)N(C)C(=O)[C@@H]21	1%	.	-1%	.	7%	.	5%	.	1	-7	.
COC(=O)c1ccc2c(c1)N(Cc1ccccc1F)C(=O)c1ccccc1S2=O (stereo not drawn)	0%	1%	0%	?	1%	12%	-8%	-29%	-9	23	-1%
CN(CCCNC(=O)CSc1cc(=O)n(C)c2ccc(Cl)cc12)Cc1ccccc1	0%	-24%	-16%	26%	1%	-14%	-1%	-1%	11	6	-1%
CCCC(=O)N1c2ccccc2C(=C2SC(C(=O)OC)=C(C(=O)OC)S2)C(=S)C1(C)C	0%	-16%	-2%	-7%	2%	-1%	-3%	-3%	9	-8	2%
CC(C)OCCCNC(=S)N1CCC(C(=O)c2ccc(Cl)cc2)CC1	0%	-1%	-11%	-4%	-8%	-5%	-2%	1%[11.5 µM]	32	-10	-3%
O=C(O)c1cc(-c2cccnc2)nn1-c1ccccn1	1%	-6%	-3%	-2%	14%	2%	8%	2%	-3	0	8%
CC(=O)Nc1nc2cccc([N+](=O)[O-])c2s1	4%	?	-4%	?	-16%	14%	0%	-2%	2	-5	2%

Results in Mito fusion yeast, GALK inhibitor and TSHR antag (3 entries from above):
SMILES | Mito fusion yeast | GALK inhibitor | TSHR antag
COC(=O)[C@]1(C)N[C@H](CN(C)C(C)=O)[C@@H]2C(=O)N(C)C(=O)[C@@H]21 | . | . | -7
COC(=O)c1ccc2c(c1)N(Cc1ccccc1F)C(=O)c1ccccc1S2=O (stereo not drawn) | 12% | -1% | 23
CN(CCCNC(=O)CSc1cc(=O)n(C)c2ccc(Cl)cc12)Cc1ccccc1 | -14% | -1% | 6

Next structures.
SMILES	USP2a block	Menin MLL FP TR	Chronic BCR inh	MBNL1 CUG block	Eya2 phos inh	Mito fusion yeast	ASM inhibitor	PKM2 act	hERG WT inh	TSHR antag	GALK inhibitor
Cc1nc2cc(NC(=O)CCS(=O)(=O)c3ccccc3)ccc2s1	1%	-14%	?	6%	-20%	-9%	-2%	-8%	-2	-5	1%
CCc1ccc(N2CC(C(=O)NC3=NCCS3)CC2=O)cc1 (stereo not drawn)	2%	11%	-12%	2%	7%	-1%	6%	6%	-9	10	.
O=C(NNc1ccc([N+](=O)[O-])cc1)C1CC1c1ccccc1 (stereo not drawn)	3%	1%	2%	?	5%	14%	-1%	-1%	6	6	4%
COc1ccc(S(=O)(=O)Nc2cccc(S(=O)(=O)N3CCCCCC3)c2)cc1	-1%	2%	-1%	0%	-4%	6%	-1%	-6%	-10	-9	-2%
CSc1cccc(NC(=O)N2CCN(C)CC2)c1	10%	11%	2%	-15%	-17%	1%	5%	-3%	-9	-5	-3%
CCN(CC(=O)Nc1ccccc1C(F)(F)F)C(=O)CCSc1ccc(F)cc1	0%	.	-2%	.	8%	3%	-1%	.	-3	7	.
CCOc1ccc(S(=O)(=O)Nc2cccc(C(=O)NCCCN3CCCC3=O)c2)cc1	0%	.	2%	.	18%	0%	4%	.	1	1	.
CCN(CC)C(=O)C(=O)c1cn(CC(=O)NCC2CCCO2)c2ccccc12 (stereo not drawn)	0%	-10%	-3%	-15%	-3%	-1%	8%	-3%	-3	6	1%
COc1cc2ncc(S(=O)(=O)c3ccccc3)c(N3CCCC(C)C3)c2cc1OC (stereo not drawn)	-5%	12%	?	6%	?	23%	-12%	2%	-21	-9	.
COc1ccc(-c2cc(C(F)(F)F)nc(NCc3ccco3)n2)cc1OC	-2%	-4%	0%	4%	12%	2%	30%	3%	4	2	-5%

Not a retest: an excerpt of the list.
SMILES	USP2a block	Menin MLL FP TR	Chronic BCR inh	MBNL1 CUG block	Eya2 phos inh	Mito fusion yeast	ASM inhibitor	PKM2 act	hERG WT inh	TSHR antag	GALK inhibitor
CCOc1ccccc1N1CCN(C(=O)CCNS(=O)(=O)c2ccccc2F)CC1	3%	.	?	.	-16%	4%	-1%	.	0	4	.
Cn1cnnc1SCC(=O)NCCC(c1ccccc1)c1ccccc1	0%	.	?	-1%	-14%	-2%	22%	0%	-6	2	1%

The list continues:
SMILES	USP2a block	Menin MLL FP TR	Chronic BCR inh	MBNL1 CUG block	Eya2 phos inh	Mito fusion yeast	ASM inhibitor	PKM2 act	hERG WT inh	TSHR antag	GALK inhibitor
C/C(=N\NC(=O)C1CC1)c1ccc(C)c(C)c1	3%	.	0%	-3%	-2%	0%	-2%	-6%	1	1	-1%
CCOc1ccc(-c2nnc(SCC(=O)N3CCOCC3)o2)cc1	-5%	-2%	-5%	-11%	9%	-4%	0%	0%	-4	-1	-1%
Cc1cnc(C(=O)OC(C)C(=O)c2c(C)[nH]c3ccccc23)cn1 (stereo not drawn)	1%	.	-18%	.	14%	-3%	.	.	-12	-2	.
COc1ccc(OC)c(/C=C/C(=O)OCC(=O)Nc2ccc(Cl)c(S(=O)(=O)N(C)C)c2)c1	-2%	13%	-3%	5%	12%	-9%	496%[activator]	2%	-2	-10	0%
COCCCN1C(=O)c2ccc(C(=O)OCC(=O)N3CCN(c4ccccc4)CC3)cc2C1=O	1%	.	2%	.	25%	-1%	-1%	.	-3	-2	.
COc1cc(CN2CCN(Cc3ccc(C)cc3)CC2)c([N+](=O)[O-])cc1OC	-2%	-17%	-12%	19%	8%	-10%	0%	1%	48	1	-1%
CC1(C)CC2CC(C)(CN2C(=S)NC(=O)c2ccccc2Cl)C1 (stereo not drawn)	-1%	-7%	-7%	-4%	-2%	18%	-2%	-1%	-17	7	0%
C[C@H](CO)N1C[C@H](C)[C@@H](CN(C)S(=O)(=O)c2ccccc2)Oc2ccc(NC(=O)Nc3ccc(C(F)(F)F)cc3)cc2C1=O	-4%	.	-2%	.	-20%	.	-16%	.	-2	-24	.
